# VCAM1 TNFa inh – reduces TNF alpha induced VCAM1 expression in HUVEC. hit rate 0.48% among 95,000. inhibition, % at 2 µM. HUVEC TNFa-induced VCAM-1 immunofluorescence, high-content imaging;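 active = inhibition above the batch mean plus 3 SD, with images confirmed as a hit by eye, cut at about 37% in these data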;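 note: 0% = TNF-stimulated DMSO wells and 100% = unstimulated control wells; not every result past the cut was called active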
# PTPN22 inh 2 – inhibitors of human LYP (PTPN22) phosphatase; hit rate 0.21% among 96,000; inhibition, % at 2 µM; AID 640; recombinant LYP catalytic domain, DiFMUP fluorescence;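 active = inhibition at 2 µM at or above a set limit, the screen mean plus 3 SD, cut at about 24% in these data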;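 note: 0% = DMSO with enzyme and 100% = enzyme fully blocked by orthovanadate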
# ERa SRC1 inh – blocks coactivator binding to human estrogen receptor alpha; P03372; TR-FRET ER-alpha LBD / SRC-1 peptide, estradiol-bound; inhibition, % at 25.6 µM; hit rate 1.7% among 86,000; AID 629; in the data active = inhibition above about 50%;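 note: 0% = receptor plus peptide control and 100% = peptide only without receptor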
# F-actin modifier – cytoskeleton assembly modification. hit rate 0.18% among 91,000. HUVEC TNFa F-actin phalloidin imaging, high content. inhibition, % at 2 µM;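 active = inhibition above the batch mean plus 3 SD and confirmed as a hit by visual image inspection, cut at about 30% in these data, passing the limit was not always enough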; note: strong numbers were not always called active
# PTPN22 act – increases human PTPN22 phosphatase activity; Q9Y2R2; recombinant LYP, DiFMUP fluorescence; 0 = plate median, 100 = signal doubled; activation, % at 2 µM; hit rate 0.11% among 96,000; AID 697;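 active = activation at 2 µM above a set limit, the mean plus 5 SD, cut at about 37% in these data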
# Pyk2 oligo antag – blocks oligomerization of human Pyk2 in cells. Q14289. Q293 cells, Pyk2 FERM NanoBiT luminescence; hits give low values. z-score (the deposit names both 25 µM and 10 µM). hit rate 0.83% among 99,000;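 active = Z-score of -3 or lower, scaled per plate to the spread of control and sample wells; inactive = z-score above -3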;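 note: negative z-score means lost luminescence so less FERM oligomerization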
# HUVEC tox IL1B – toxic to HUVEC cells under IL-1B stimulation; hit rate 0.41% among 94,000; HUVEC cell count loss, Hoechst imaging, IL-1B stimulated; AID 845; cell count reduction, % at 2 µM;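 active = cell count reduction more than 3 SD above the screen-wide mean, cut at about 70% in these data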;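 note: normalized per plate to untreated control cells as the no-loss baseline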
# TNFa cytotox – HUVEC cytotoxicity counter-screen, TNF alpha stimulated; HUVEC TNFalpha-stimulated, Hoechst cell count, imaging; cell count reduction, % at 2 µM; hit rate 0.17% among 93,000; AID 848;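 active = cell count reduction exceeding the screen mean by over 5 SD, scaled to untreated wells per plate, cut at about 78% in these data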;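 note: cells counted after 24 h of TNF alpha exposure following the 1 h pretreatment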
# FAK blocker – FAK (human) kinase inhibition | Q05397 | biochemical FAK kinase activity assay | inhibition, %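 (tested at 7 µM)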 | hit rate 0.84% among 97,000 | AID 727; in the data active = inhibition above about 19%;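 note: 0% = DMSO and 100% = reference compound high control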
# Target sequence (Q05397 whole entry, looked up): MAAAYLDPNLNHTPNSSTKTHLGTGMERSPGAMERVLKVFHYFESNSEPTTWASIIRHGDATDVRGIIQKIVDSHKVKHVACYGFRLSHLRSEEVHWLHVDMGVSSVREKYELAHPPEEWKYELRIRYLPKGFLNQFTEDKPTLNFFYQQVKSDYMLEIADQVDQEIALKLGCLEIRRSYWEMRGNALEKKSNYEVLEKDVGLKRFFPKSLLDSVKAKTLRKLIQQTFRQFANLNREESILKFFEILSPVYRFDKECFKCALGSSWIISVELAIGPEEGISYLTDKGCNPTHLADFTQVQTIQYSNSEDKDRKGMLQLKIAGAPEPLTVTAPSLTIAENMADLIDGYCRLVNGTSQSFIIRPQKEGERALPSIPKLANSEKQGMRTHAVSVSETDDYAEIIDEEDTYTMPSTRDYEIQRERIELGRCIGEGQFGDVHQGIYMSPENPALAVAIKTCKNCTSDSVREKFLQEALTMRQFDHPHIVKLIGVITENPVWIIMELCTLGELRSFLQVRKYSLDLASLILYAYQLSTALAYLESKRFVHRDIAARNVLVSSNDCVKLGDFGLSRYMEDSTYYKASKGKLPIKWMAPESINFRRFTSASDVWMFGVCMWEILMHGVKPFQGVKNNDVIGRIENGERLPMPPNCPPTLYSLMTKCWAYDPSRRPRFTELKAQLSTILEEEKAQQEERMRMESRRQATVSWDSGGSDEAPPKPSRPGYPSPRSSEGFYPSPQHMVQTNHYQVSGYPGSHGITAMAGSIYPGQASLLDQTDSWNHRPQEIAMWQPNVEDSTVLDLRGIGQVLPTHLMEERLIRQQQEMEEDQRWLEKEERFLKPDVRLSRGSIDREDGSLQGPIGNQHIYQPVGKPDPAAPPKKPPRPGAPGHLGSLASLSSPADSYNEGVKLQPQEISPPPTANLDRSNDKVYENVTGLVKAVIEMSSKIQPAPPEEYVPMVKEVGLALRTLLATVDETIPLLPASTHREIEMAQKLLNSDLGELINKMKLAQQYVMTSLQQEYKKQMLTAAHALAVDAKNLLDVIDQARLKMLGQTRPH
# * = called active by the depositor; / = no result given; [ ] = another dose, or the depositor's remark. Rows are unselected; 3.8% or so of the library scored in one or more.
SMILES,VCAM1 TNFa inh,PTPN22 inh 2,ERa SRC1 inh,F-actin modifier,PTPN22 act,Pyk2 oligo antag,HUVEC tox IL1B,TNFa cytotox,FAK blocker
CCC1CCCCN1C(=O)CSc1nnc(-c2ccc(Cl)cc2)o1 (configuration not stated),2,-2,31,10,0,/,7,-2,0
COc1ccc(N(CC(O)Cn2c3ccccc3c3ccccc32)S(=O)(=O)c2ccccc2)cc1 (configuration not stated),-15,-14,/,-20,20,-1.1,-22,-23,-8
O=C(CSc1ncnc2sc3c(c12)CCCCC3)NCc1ccco1,12,4,3,-10,-4,-0.02,-28,-16,-1
CCc1ccccc1NS(=O)(=O)c1ccc2[nH]cc(C(=O)NCC3CCCO3)c(=O)c2c1 (configuration not stated),/,12,65*,/,-14,-2.1,-29,/,0
Clc1ccc(CSc2nnc([C@@H]3CCCN3)o2)cc1Cl,3,-10,-7,-5,7,1.4,-22,-8,-6
O=C(O)C1CCC(N2C(=O)C3CCCCC3C2=O)CC1 (configuration not stated),78*,-6,1[fluorescence artefact?],-49,8,0.59,-18,57,2
COC(=O)c1ccc(NC(=O)Cc2ccc(C)cc2)cc1,23,3,4[fluorescence artefact?],/,-2,-0.32,-7,-4,-1
Cc1ccc(-c2nnc(SCC(=O)N3CCN(c4ccccc4)CC3)o2)cc1,-5,-4,1,6,1,1.3,-13,-20,6
CCOC(=O)NCc1ccc(S(=O)(=O)Nc2c(C)cccc2C)cc1,-3,8,-5,/,-7,0.36,4,5,-1
CC(=N/O)/C(=N\O)c1ccc(C)o1,12,-17,0[fluorescence artefact?],-23,14,0.78,14,29,9
CC(=O)c1cccc(NC(=O)C2CCN(S(=O)(=O)c3ccc(F)cc3)CC2)c1,6,-2,-7,14,1,0.61,0,-22,-2
CCCN(CCC)Cc1c(C(=O)OCC)nnn1-c1nonc1N,3,-12,2,7,10,-0.43,2,-13,-3
COc1ccc(C2CC(c3cccs3)n3nc(N)nc3N2)cc1 (configuration not stated),-2,4,-2,4,-6,/,-44,-11,-8
N#Cc1nc(N)nc(N(c2ccccc2)c2ccccc2)n1,-21,1,/,-3,-2,-0.86,-34,-21,-4
O=c1c2ccccc2nc(SCc2cn3ccsc3n2)n1-c1ccccc1F,-3,7,3,-1,-8,-3.5*,-62,-44,7
COc1cc2c(cc1OC)C(/C(C#N)=N\O)=NC(C)(C)C2,-8,-14,-3,1,6,0.57,-30,-13,-1
O=C(N/N=C/C=C/c1ccccc1)c1n[nH]c2c1CCC2,68*,-1,/,18,0,0.18,47,25,5
CC1=CCC2C(=O)N(Cc3ccccc3)C(=O)C2C1 (configuration not stated),4,3,6[fluorescence artefact?],/,-3,-1.2,-2,-10,0
COc1cc(CNc2nc(C)c([N+](=O)[O-])c(C)c2C#N)cc(OC)c1,6,3,/,-8,-5,-0.31,-6,-10,-5
CC1=CC(C)(C)N(C(=O)c2ccc(F)cc2)c2cc3c(cc21)OCO3,17,-8,0,-19,7,-1.8,-108,-28,4
O=c1c2ccccc2[nH]c(=S)n1CCCN1CCN(C2CCCCC2)CC1,1,5,2,4,-8,0.78,28,-8,1
CCN=C1SCC(=O)N1c1ccc(OC)cc1,2,-4,-3,12,2,1.5,7,-16,2
CC(C)(C)n1ncc2c(=O)n(CC(=O)c3ccccc3)cnc21,-22,-4,5,30,-1,-0.95,2,-23,2
CC1CCCC2(C1)NC(=S)N(c1ccccc1)N2 (configuration not stated),-8,3,-13,-20,-1,0.34,20,9,3
O=C(NC1CCCC1)c1cnn2c(C(F)(F)F)cc(-c3ccco3)nc12,0,9,22,12,-10,-0.24,-21,-38,0
O=C(NC1CC1)c1cc(F)c(F)cc1Cl,5,-10,-9,1,9,0.18,-14,-27,0
COc1ccc(-c2noc(C3CCCN(C(=O)c4cccs4)C3)n2)cc1 (configuration not stated),5,1,-1,-17,0,-1,2,-19,7
COc1cc(C(=O)N(Cc2ccccn2)CC2CCCO2)cc(OC)c1OC (configuration not stated),-6,3,-8,-22,-4,0.54,21,9,9
CCOC(=O)C1CCCN(C(=O)c2cncc(Br)c2)C1 (configuration not stated),-12,2,-1,57,-3,0.7,-30,-13,2
Cc1cc(=O)oc(C)c1C(=O)N1CCN(c2ccc(F)cc2)CC1,13,1,5[fluorescence artefact?],19,1,-0.79,-42,-19,0

# Ordered by the number under VCAM1 TNFa inh (highest first): some entries from above.
mol | VCAM1 TNFa inh | PTPN22 inh 2 | ERa SRC1 inh | F-actin modifier | PTPN22 act | Pyk2 oligo antag | FAK blocker
O=C(N/N=C/C=C/c1ccccc1)c1n[nH]c2c1CCC2 | 68* | -1 | / | 18 | 0 | 0.18 | 5
COc1cc(CNc2nc(C)c([N+](=O)[O-])c(C)c2C#N)cc(OC)c1 | 6 | 3 | / | -8 | -5 | -0.31 | -5
CCOC(=O)C1CCCN(C(=O)c2cncc(Br)c2)C1 (configuration not stated) | -12 | 2 | -1 | 57 | -3 | 0.7 | 2

# (continued)
SMILES,VCAM1 TNFa inh,PTPN22 inh 2,ERa SRC1 inh,F-actin modifier,PTPN22 act,Pyk2 oligo antag,HUVEC tox IL1B,TNFa cytotox,FAK blocker
CCN(CC)c1cc(C)c2cc(NC(=O)CNC(C)=O)ccc2n1,-42,4,/,-2,-6,-0.64,16,-20,6
O=C(C1CCN(S(=O)(=O)c2cccnc2)CC1)N1CCN(c2cccc(Cl)c2)CC1,4,6,7[fluorescence artefact?],17,-6,/,26,12,0
Cc1ccc(C(=O)Nc2ccc(Br)c(C(F)(F)F)c2)cc1,-10,16,/,0,-14,-2.6,-2,16,9
CCOc1ccc(C(=O)NCc2ccncc2)cc1,16,10,2,-10,-9,0.75,-6,6,-1
Cc1oc(-c2cccc(Cl)c2)nc1CN1CCCC(C(=O)NCc2ccco2)C1 (configuration not stated),9,2,-4,/,-3,-0.4,-40,-2,-2
CC(=O)NC1C(=O)N(CC(C)C)c2ccccc21 (configuration not stated),-1,0,-10,17,2,-0.69,22,-6,0
Cc1cc(C)n2c3c(c(C#N)c2n1)CCCC3,13,4,-10,10,-7,-1.1,7,-9,0
O=C(Nc1ccccn1)C12CC3CC(C1)CC(C(=O)Nc1ccccn1)(C3)C2,19,-2,-1,-7,-3,0.02,23,-13,-1
CCOc1[nH]n(-c2ccc(Cl)cc2)c(=O)c1C=Nc1ccc(C)cc1,12,0,/,-48,1,/,-16,-25,0
COCCn1c(SCC(=O)Nc2sccc2C(N)=O)nc2cc(Cl)ccc2c1=O,17,7,37,4,-4,-3*,2,4,6
CCc1nnc(NC(=O)c2ccc(S(=O)(=O)N3CCOCC3)cc2)s1,-14,-7,-9,-12,4,/,16,34,1
Cn1cnnc1SCC(=O)Nc1ccc2nc(SCc3ccccc3)sc2c1,9,4,-36,6,-4,-1.2,-5,-13,1
CCCNC(=O)NC(=O)COC(=O)c1oc2ccc(OCC)cc2c1C,-7,9,-6,21,-7,0.6,10,-13,-4
O=C(Nc1ccc2c(c1)OCO2)C1COc2ccccc2O1 (configuration not stated),-10,-6,5[fluorescence artefact?],-26,4,1.5,-15,7,-5
N#Cc1c(-c2ccccc2Cl)cc(C2CC2)nc1N,-68,-14,-4,-22,11,-0.09,-24,-35,4
Cc1ccc2c(=O)c(C(=O)NCc3cccs3)c[nH]c2c1,17,2,-18,19,-3,-0.04,-19,-18,5
CC(=O)Oc1ccc(Cn2cnc3cc4ccccc4cc32)cc1,-11,4,0,-4,-4,-0.15,-32,/,1
COc1ccc(NC(=O)C2CCCCN2N)cc1OCC(C)C (configuration not stated),19,6,4,-16,-4,0.06,6,30,-2
CCCc1c(C)c(C#N)c2nc3ccccc3n2c1NCCCN1CCOCC1,23,7,/,-4,-4,-0.76,24,-4,2
CCOCCCNCC(=O)N1CCN(S(=O)(=O)c2ccc(C)cc2)CC1,-13,8,-8,-4,-8,0.06,-14,0,-1
O=C(c1ccc(Br)o1)N(Cc1ccccc1)c1ccccn1,3,7,0,22,-10,-0.74,-52,-41,0
Cc1ccc(NC(=O)CCC(=O)OC(C(=O)c2ccc(C)c(C)c2)c2ccccc2)c(C)c1 (configuration not stated),-12,8,/,1,-5,-0.76,-4,-11,-2
CCCn1nc(C(=O)Nc2cc(C(=O)OC)ccc2C)c2ccccc2c1=O,12,-1,1,-9,-1,2.3,-42,-7,-5
Cc1cccc(Nc2nc(N3CCCC3)nc(N3CCCC3)n2)c1,8,7,-8,4,-6,-0.84,8,-6,2
CC(NC(=O)c1ccc(Cl)cc1)C(=O)NC1=NCCS1 (configuration not stated),-15,-31,-7,-9,29,0.23,-4,-18,-4
CCOCCCNC(=O)C(NC(=O)c1ccccn1)c1ccc(C)cc1 (configuration not stated),17,1,10,2,2,1.1,7,-13,-5
Cc1cccc(Nc2nc3c(c(=O)n(C)c(=O)n3C)n2CC(O)CO)c1 (configuration not stated),16,-4,-2,-13,4,0.83,8,-16,2
Cc1cc(NC(=O)COc2ccc(Cl)cc2Cl)n(CCC#N)n1,-4,-11,-5,5,11,0.84,6,-9,-4
O=C(CCCn1c(=S)[nH]c2cc3c(cc2c1=O)OCO3)N1CCN(c2ccccc2)CC1,7,4,16,0,-8,-0.98,-26,-31,6
CC(=O)Nc1ccn(Cc2c(F)cccc2Cl)n1,0,7,12,0,-8,0.97,-128,0,4
CCOC(=O)CSc1nnnn1-c1cc(OC)ccc1OC,3,-1,-18,-22,-1,0.12,-10,-10,3
CCCOc1ccc(C(=O)Nc2ccc(C)cc2[N+](=O)[O-])cc1,-15,0,/,8,5,0.06,-14,-41,-4
COc1ccc(NC(=O)C2C3C=CC(C3)C2C(=O)NCc2ccco2)cc1 (configuration not stated),2,-1,3[fluorescence artefact?],-22,0,1.5,-37,-2,-1
c1ccc(N2CCN(Cc3ccnc4ccccc34)CC2)cc1,11,-4,21,-7,6,0.91,-30,-14,3
COc1ccccc1-n1c(CNC(=O)COc2ccccc2)n[nH]c1=S,19,6,-6[fluorescence artefact?],5,-4,0.45,-16,-26,0
Cc1csc(SCC(=O)Nc2ccccn2)n1,8,4,11,-12,-1,0.58,-28,-10,-5
CC(=O)c1ccc(N2CCN(C(=O)c3ccc(Br)cc3)CC2)c(F)c1,13,11,-5,-36,-12,1.2,12,-17,3
Cc1cccn2c(=O)c(C=O)c(N3CCCCCC3)nc12,-12,3,3[fluorescence artefact?],-6,0,-0.91,-12,-2,1
O=C(Cn1nc(Cc2cccnc2)c2ccccc2c1=O)NCc1ccc(F)cc1,11,-7,-3,-8,4,/,-6,-20,-1
CCN(CC)CCNS(=O)(=O)c1ccc2[nH]cc(C(=O)O)c(=O)c2c1,11,-8,/,-9,6,0.89,2,-12,5
Cc1ccnc2c(N3C(=O)C4C5C=CC(C5)C4C3=O)cccc12 (configuration not stated),-19,-4,30,16,4,0.21,-15,-12,1
CCOC(=O)CSc1nnc(-c2ccc(Cl)cc2Cl)o1,30,2,3,-23,4,0.44,-7,-10,0
COc1cc2c(cc1OC)CN(C(=O)c1ccc(OC)c(S(=O)(=O)N3CCOCC3)c1)CC2,-1,-5,0,-6,3,0.09,12,-21,-3
Cn1c(=O)[nH]c(=O)c2c1nc(NCCCO)n2Cc1ccc(F)cc1,22,8,-8,2,-4,-0.51,-13,-36,1
Cc1nnc(SCCCn2c(N3CCCCC3)nc3c2c(=O)[nH]c(=O)n3C)s1,-12,14,2,0,-17,0.39,9,0,1
O=C(O)CCC(=O)Nc1ccc(Br)cn1,15,-12,6,16,9,0.55,-9,-18,-6
CCOC(=O)CC1COc2ccccc2N1C(=O)c1ccc(C)cc1 (configuration not stated),11,3,/,15,3,0.54,2,-40,4
